# From PubChem BioAssay
# Arr AP2 block – blocks beta-arrestin peptide binding to AP2 adaptin. AID 504490. FITC-arrestin peptide / GST-AP2 beads, flow cytometry; AP2 beta2 appendage carries R879A mutation. inhibition, % at 10 µM. 340,000 compounds, 0.31% hits;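 active = inhibition above a set limit, near 3 SD of compounds lacking own fluorescence, cut at about 54% in these data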;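 note: plate controls were DMSO wells for no effect and 5 µM unlabelled arrestin peptide for full effect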
#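 Test system: GST-tagged AP2 beta2-adaptin appendage (R879A) on 4 µm glutathione beads; also added: fluorescein-tagged arrestin peptide at 50 nM final; timing: 12 min plus 1 h, RT; signal: flow cytometry, FL1 (488/535 nm); read-out: percent drop in bead-associated FITC signal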
# SUMO Mot1 rescue – SUMOylation pathway inhibition by Mot1-301 growth rescue; S. cerevisiae Mot1-301 growth rescue, ATP luminescence, 38.5C; percent above DMSO median, 100 means doubled; growth rescue, % at 18.8 µM; 320,000 compounds, 1% hits;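 active = every valid replicate shows activation above 250% relative to neutral control wells; inactive = the rest, any valid replicate at or below 250%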;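 note: OY570 slx delta 5 strain wells were the positive control but not used for scaling; some compounds called inactive have numbers as strong as hits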
# PKA-R2B activ – activates the human PKA-R2B holoenzyme complex. PKA-R2B holoenzyme dissociation, Cy5-IP20 fluorescence polarization; R2B truncated from residue 108, S112A mutant; 0% DMSO only, 100% 113 µM cGMP. activation, % at 11.4 µM. 340,000 compounds, 0.079% hits. AID 504700;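 active = activation above a cutoff set at the mean over all compounds plus 3 SD, cut at about 18% in these data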;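 note: higher means more holoenzyme dissociation and a rise in polarization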
# SR-BI DiI-HDL act – enhances SR-BI lipid uptake from DiI-HDL | activation, % at 12.5 µM | 320,000 compounds, 0.096% hits | CHO ldlA[mSR-BI] cells, DiI-HDL uptake fluorescence, 3 h; 100 = double the neutral-control signal;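 active = mean replicate activation of at least 60% and every replicate at or above 60%; inconclusive = mean or all-replicate condition met, but not both; inactive = mean below 60% and not all replicates reaching 60%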;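 note: 0% = median plate neutral-control signal and 100% = twice that signal; values of inactives mirror those of a sister screen read the other way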
#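 Assay system: LDL receptor-deficient CHO ldlA cells overexpressing murine SR-BI / Medium: BSA-supplemented, HEPES-buffered Ham's F12, pH 7.4 / Probe or stimulus: DiI-labelled HDL at 10 µg/mL final / Timing: compound with DiI-HDL co-incubation, 3 h at 37 °C / Technique: bottom-read cell fluorescence after medium removal, ex 550/em 595 nm / Measure: HDL uptake via cellular fluorescence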
# CDK5 p35 inh – blocks human CDK5/p35 kinase activity; Recombinant CDK5/p35, ADP-Glo luminescence, 60 min; 330,000 compounds, 0.01% hits; inhibition, % at 10 µM;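 active = highest replicate inhibition of at least 50% and at least 75% of replicates reaching 50%; inconclusive = only one of the two criteria met; inactive = both criteria failed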;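 note: plate controls were DMSO neutral control for no effect and GW8510 at 10 µM for full effect; many of its hits are not listed in these tables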
# MITF TRPM1 HTS – activators of MITF-driven TRPM1 promoter activity in SK-MEL-5 cells; SK-MEL-5 TRPM1-promoter luciferase, 24 h; % of positive control, neutral wells = 0; activation, % at 12.5 µM; 300,000 compounds, 0.75% hits;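 active = mean activation of at least 80% with every replicate also reaching 80%; inconclusive = mean reaches 80% but some replicate falls short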;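 note: 0% = neutral control wells and 100% = parthenolide positive control wells; values of inactives mirror those of a sister screen read the other way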
# SR-BI DiI inh – blocks mouse SR-BI lipid uptake from DiI-HDL; Q61009; ldlA[mSR-BI] CHO cells, DiI-HDL uptake fluorescence, 3 h; inhibition, % at 12.5 µM; 320,000 compounds, 0.96% hits; AID 488896;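 active = mean replicate inhibition of at least 70% and a set share of replicates each scoring 70 or more; inconclusive = meets just one of the two criteria; inactive = fails both criteria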;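 note: 0% = median of neutral control wells and 100% = median of positive control wells; values of inactives mirror those of a sister screen read the other way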
# NSD2 inh – NSD2 (human) methyltransferase inhibition | inhibition, % at 12.5 µM | NSD2 peptide methylation, AlphaScreen, 120 min | O96028 | 310,000 compounds, 0.54% hits; in the data active = inhibition above about 50%
# PKA-R1A act – activators of PKA-R1A complex; 340,000 compounds, 0.083% hits; activation, % at 11.4 µM; AID 504707; PKA-R1A dissociation, Cy5-IP20 fluorescence polarization; scaled: DMSO 0%, 113 µM cGMP 100%;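 active = percent activation above the mean of all tested compounds plus 3 SD, cut at about 19% in these data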;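 note: higher means more PKAc released from R1A so a rise in polarization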
# dFosB activator – activators of mouse delta FosB homodimer. P13346. purified delta FosB, TAMRA-CDK5 oligo fluorescence polarization; percent of positive-control signal above neutral wells. activation, % at 25 µM. 340,000 compounds, 0.99% hits. AID 493131;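 active = mean activation above about 17%, with every replicate also reaching it, limit read from the data, passing the limit was not always enough; inconclusive = only one of the two conditions met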;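 note: fluorescence polarization rise as delta FosB binds a TAMRA Cdk5 AP-1 oligo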
# Pemphigus Ab inh – blocks pemphigus antibody binding to human desmoglein-3; P32926; 310,000 compounds, 0.48% hits; DSG3-coupled beads, scFv-anti-DSG3-GFP binding, flow cytometry; active compounds read low; binding (percent of control), % at 10 µM;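 active = binding more than 3 SD below its plate's average and above zero; inconclusive = below that plate limit but binding exactly zero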;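 note: hits lower antibody fragment binding to DSG3; some compounds called inactive have numbers as strong as hits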
# Target sequence (P32926 whole entry, looked up, the tested form may be a part): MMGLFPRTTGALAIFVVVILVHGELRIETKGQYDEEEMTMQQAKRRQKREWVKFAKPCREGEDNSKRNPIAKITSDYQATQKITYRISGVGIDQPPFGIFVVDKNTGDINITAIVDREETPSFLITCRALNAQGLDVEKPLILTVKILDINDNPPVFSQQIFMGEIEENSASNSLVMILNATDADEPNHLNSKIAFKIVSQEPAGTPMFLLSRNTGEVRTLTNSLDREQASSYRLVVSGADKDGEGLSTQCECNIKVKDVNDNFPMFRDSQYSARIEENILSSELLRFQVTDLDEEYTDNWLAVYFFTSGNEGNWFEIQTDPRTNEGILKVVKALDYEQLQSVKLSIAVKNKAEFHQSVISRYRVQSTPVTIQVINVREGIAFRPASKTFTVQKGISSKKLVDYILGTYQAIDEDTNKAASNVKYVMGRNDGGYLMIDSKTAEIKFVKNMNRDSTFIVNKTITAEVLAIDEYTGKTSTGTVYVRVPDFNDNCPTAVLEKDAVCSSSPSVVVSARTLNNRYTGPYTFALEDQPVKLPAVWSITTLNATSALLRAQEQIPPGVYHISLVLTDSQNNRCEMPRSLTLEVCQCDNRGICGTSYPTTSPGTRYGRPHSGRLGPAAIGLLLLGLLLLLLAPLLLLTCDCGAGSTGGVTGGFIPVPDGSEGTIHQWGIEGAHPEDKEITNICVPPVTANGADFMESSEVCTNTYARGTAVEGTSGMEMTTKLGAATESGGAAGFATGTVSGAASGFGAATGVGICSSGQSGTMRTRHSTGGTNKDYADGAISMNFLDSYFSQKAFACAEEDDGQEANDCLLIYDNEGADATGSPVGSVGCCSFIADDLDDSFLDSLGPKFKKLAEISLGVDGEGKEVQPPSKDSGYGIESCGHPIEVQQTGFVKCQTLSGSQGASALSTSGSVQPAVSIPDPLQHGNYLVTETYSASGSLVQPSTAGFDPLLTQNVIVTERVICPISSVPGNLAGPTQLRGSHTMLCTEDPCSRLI
# Numbers without * were called inactive; ? = inconclusive; / = not tested or not shown. Compounds as they come; 4.7% or so of the library scored in one or more.
No.	SMILES	Arr AP2 block	SUMO Mot1 rescue	PKA-R2B activ	SR-BI DiI-HDL act	CDK5 p35 inh	MITF TRPM1 HTS	SR-BI DiI inh	NSD2 inh	PKA-R1A act	dFosB activator	Pemphigus Ab inh
1	Cc1c(-c2ccccc2)cnc2c(C)cccc12	2	20	-5	-16	0.8	/	16	-4	8	-2	96
2	CCCn1c(CNS(=O)(=O)c2ccc(C)cc2)nc2ccccc21	1	-6	-8	18	0.0	/	-18	/	-7	-5	66*
3	CCc1ccc(N2C(=O)CC(N(CC3CCCO3)C(=O)/C=C/C(=O)O)C2=O)cc1 (stereo not drawn)	-7	-3	-13	34	0.8	6	-34	0	8	-5	97
4	Cc1cc(NC(=O)Cn2ccsc2=N)c([N+](=O)[O-])cc1C	-4	13	-3	-6	-0.2	0	6	1	2	8	99
5	CC(C)N(C(=O)COC(=O)[C@@H]1CC(O)CN1S(=O)(=O)c1ccccc1[N+](=O)[O-])C(C)C (stereo partly drawn)	8	-29	-2	8	-0.1	9	-8	32	-6	-2	90
6	COc1ccc(NC(=S)N(CCc2c(C)[nH]c3ccccc23)Cc2ccco2)cc1	5	14	-14	-34	0.8	-2	34	/	-1	-4	99
7	CS(=O)(=O)c1ccc2nc(NC(=O)C3CC(=O)N(c4ccccc4)C3)sc2c1 (stereo not drawn)	-10	97	-1	3	2.4	-8	-3	0	0	-12	/
8	CCOC(=O)CNC(=O)C1COc2ccccc2O1 (stereo not drawn)	-3	7	6	?	-6.5	-14	-240	-1	-10	-1	/
9	O=C(OCC(=O)c1cccs1)c1ccc([N+](=O)[O-])o1	-10	329	-8	0	-0.9	-20	0	2	-2	-4	107
10	O=C(C(Cc1ccccc1)n1cccc1)N1CCCCCC1 (stereo not drawn)	22	12	9	2	-1.4	-2	-2	/	4	-1	104
11	Cc1cc(Cl)n2c(nc3ccccc32)c1C#N	6	/	-10	-1	1.0	-81	1	10	-3	-15	124
12	C=CC[C@H](CC(=O)N(CCO)Cc1ccccc1)C(=O)N[C@H](COC(=O)[C@@H](CC=C)CC(=O)OC(C)(C)C)Cc1c[nH]c2ccccc12	15	-6	2	22	-1.8	-18	-22	/	-20	-3	104
13	COc1cc(C(=O)NNC(=O)c2ccc(NC(=O)C(C)(C)C)cc2)cc(OC)c1OC	30	-4	1	-48	-0.2	15	48	0	-5	-4	/
14	COc1ccc(-c2csc3ncnc(N4CCN(c5cccc(Cl)c5)CC4)c23)cc1	-18	55	-3	9	1.2	-6	-9	/	8	-7	107
15	COc1ccc(-c2cc(C(=O)OCC(=O)Nc3ccc4c(c3)OCO4)c3ccccc3n2)cc1	-3	19	-3	-22	0.0	30	22	-1	1	-9	101
16	O=C1CN(C(=O)COC(=O)CCc2ccccc2O)c2ccccc2N1	-1	8	7	12	-4.5	2	-12	0	-3	-6	97
17	CCc1ccccc1OCC(=O)OCC(=O)c1c(N)n(C)c(=O)n(C)c1=O	-21	-1	-11	0	-3.5	-3	0	-2	-4	-4	105
18	Nn1c(COc2ccccc2F)nnc1SCC(=O)NC1CCCC1	21	18	-3	20	1.5	2	-20	-2	-2	-5	93
19	COc1ccnc(Oc2ccccc2)c1C#N	0	7	-7	10	0.7	15	-10	0	6	-7	102
20	CCCCc1nc(SCCN2CCOCC2)c2c(=O)n(C)c(=O)n(C)c2n1	6	-5	-3	9	1.4	7	-9	0	-1	-10	124
21	O=S(=O)(c1ccccc1)N1CCCN(S(=O)(=O)c2ccccc2)CC1	22	-14	2	-16	-1.1	/	16	-1	-1	-3	93
22	O=C(Nc1c(Cl)ccc2nsnc12)c1cccnc1	2	-13	0	7	-1.2	-11	-7	-1	-6	-6	86
23	CN(Cc1ccccn1)C(=O)CC1C(=O)NCCN1Cc1ccc(F)cc1Cl (stereo not drawn)	5	-12	-3	-1	0.1	-1	1	1	6	-2	100
24	O=C(COC(=O)Cc1c(Cl)cccc1Cl)NCCC1=CCCCC1	-9	2	9	16	0.8	8	-16	-3	-6	-14	93
25	Nc1ccc(-c2sc(N)nc2-c2ccccc2)cc1	-3	-17	-6	-33	-1.4	/	33	-2	-6	1	/
26	Cc1ccc(CN2CCN(Cc3cnc(C)[nH]3)CC2CCO)cc1 (stereo not drawn)	-7	-8	-5	5	0.3	-1	-5	-1	-2	-6	99
27	C=CCOc1ccc2ccccc2c1CNn1cn[nH]c1=S	9	-20	9	-6	1.8	-4	6	1	2	-3	97
28	Cc1ccc(N(Cc2ccc(C(=O)Nc3c(C)n(C)n(-c4ccccc4)c3=O)cc2)S(C)(=O)=O)cc1C	28	-11	-1	-2	0.9	-10	2	0	-8	-8	99
29	O=C(CC1NCCNC1=O)Nc1ccccc1 (stereo not drawn)	-3	9	0	11	1.6	-6	-11	-1	-6	-5	96
30	COc1cc(OC)cc(C2=NC3(CCC(C)CC3)NC2=S)c1 (stereo not drawn)	-1	173	-5	-41	-0.1	9	41	2	-14	-3	96
31	O=C(NCC1CCCO1)c1ccc(NS(=O)(=O)c2ccccc2)cc1 (stereo not drawn)	3	12	0	-9	0.5	2	9	-4	8	-7	97
32	CC(=O)OC1CCC2(C)C(CCC3C2CC(=O)C2(C)C3CC(C3CCCC3=O)C2C(C)=O)C1 (stereo not drawn)	-14	/	-4	-26	-0.6	-6	26	1	4	-11	93
33	CC(NC(=O)COC(=O)[C@@H]1CCCN1S(=O)(=O)c1ccccc1F)C12CC3CC(CC(C3)C1)C2 (stereo partly drawn)	33	2	-3	/	0.8	-1	/	0	1	1	105
34	Cc1ccc(-n2cnc(=O)c3cccnc32)cc1	-13	-22	0	17	-1.5	/	-17	-2	5	-10	/
35	N#Cc1cccc(NC(=O)CSc2ccc3c4c(cccc24)C(=O)c2ccccc2-3)c1	2	128	-10	0	0.8	-8	0	-3	-8	-24	180
36	CCN(CC)c1nc2cc(OC)ccc2cc1C#N	6	0	-24	-27	-0.4	-7	27	-30	-6	-5	109
37	Cc1cccc(C)c1NC(=O)C1(NC(=O)C2CCC(=O)N2)CCCCC1 (stereo not drawn)	5	-2	-11	-12	-0.1	5	12	-3	-1	0	/
38	CCOC(=O)c1c(NC(=S)Nc2ccccc2C)sc2c1CCC2	5	-3	-1	-54	1.3	11	54	6	2	-1	84
39	CN(c1ccccc1)S(=O)(=O)c1cccc(NC(=O)CSc2nncn2C)c1	-1	5	-4	8	-0.2	-3	-8	0	-8	2	104
40	Cc1ccc(S(=O)(=O)NCC(=O)OCc2ccccc2Br)cc1	8	-19	-13	8	-0.3	-7	-8	0	-12	-7	101
41	Cc1noc(C)c1COc1ccccc1C(=O)NCc1ccccc1Cl	11	-22	7	17	1.0	1	-17	1	7	0	98
42	Cc1ccc(CCNC(=O)c2ccc(CS(=O)(=O)Cc3ccccc3F)o2)cc1	0	0	3	1	0.5	-12	-1	3	-6	-13	100
43	Cc1ccccc1NS(=O)(=O)c1nnc(NC(=O)c2ccc(Cl)cc2)s1	-5	7	5	-32	-0.6	-4	32	/	4	0	105
44	Cc1[nH]c(C)c(S(=O)(=O)NCc2ccc(OC(C)C)cc2)c1C(=O)N1CCCC1	24	-1	1	3	-2.0	1	-3	/	3	0	96
45	Cc1ccccc1NC(=O)CS(=O)(=O)c1cn(CC(=O)N2CCOCC2)c2ccccc12	-9	-23	2	3	2.4	6	-3	/	-3	-5	100
46	C=CCC(=O)NC1CC(C)(C)Cc2c1cnn2-c1ccccc1C (stereo not drawn)	-3	-2	9	-14	2.6	/	14	7	-8	-1	100
47	COc1ccccc1NS(=O)(=O)c1cc(NC(=O)c2ccc(Cl)nc2)ccc1Cl	-2	4	-19	-17	0.1	-63	17	-1	-15	-5	117
48	COc1ccc(CCNC(=O)CN2CCN(Cc3ccc(F)cc3)C2=O)cc1OC	5	10	-4	-18	0.2	/	18	/	-3	1	97
49	CCn1c(=O)c2c3c(sc2n2cnnc12)CCC3	9	110	-6	2	0.8	-6	-2	3	-9	4	104
50	O=C(Nc1ccc(S(=O)(=O)N2CCCC2)cc1)c1ccc(CN2CCc3ccccc3C2)cc1	-3	-2	-9	7	-1.2	-30	-7	-1	-10	13	104

# (list continues)
No.	SMILES	Arr AP2 block	SUMO Mot1 rescue	PKA-R2B activ	SR-BI DiI-HDL act	CDK5 p35 inh	MITF TRPM1 HTS	SR-BI DiI inh	NSD2 inh	PKA-R1A act	dFosB activator	Pemphigus Ab inh
51	COc1cc(OC)cc(C(=O)Oc2c(CN3CCOCC3)cc(Cl)c3cccnc23)c1	24	-20	5	6	0.8	0	-6	2	7	-11	100
52	COc1ccc(-c2nc3ncccn3c2Nc2ccccc2)cc1	23	-22	-8	-14	0.2	8	14	-3	2	-2	85
53	Cc1cccc(CN2CCN(C(=O)CCc3nnc(C4CCCCC4)o3)CC2)c1	10	-8	4	14	-0.2	1	-14	-2	7	-1	112
54	Cc1nn(CCCC(=O)NCCc2ccccc2)c(C)c1[N+](=O)[O-]	4	-8	-3	/	0.1	-5	/	7	-17	2	100
55	Cc1ccc(NC(=O)NNC(=O)C2CCN(Cc3ccc(F)cc3Cl)CC2)cc1	30	/	2	-17	0.3	7	17	-2	3	-10	50*
56	CCCCc1nc(C(N)=O)c2[nH]c(=O)n(-c3ccc(OC)cc3OC)c2n1	5	23	7	0	-1.0	-6	0	11	-2	-8	101
57	Oc1c(-c2cc(-c3ccco3)[nH]n2)ccc2ccccc12	32	3	-2	-33	0.4	27	33	-3	-2	-10	98
58	CCCN(Cc1cc2cc(C)ccc2[nH]c1=O)S(C)(=O)=O	2	-23	-5	9	0.4	/	-9	0	2	-2	/
59	O=C(Cn1cnc2ccccc21)N1CCN(S(=O)(=O)c2ccccc2)CC1	-24	2	-1	10	-2.7	9	-10	-1	-10	-3	99
60	CCOc1ccc(C(=O)N(CN2CCCC2=O)c2ccccc2)cc1	7	/	6	-32	-1.2	-5	32	-1	17	-1	93
